SENP1 inh – human SENP1 catalytic domain inhibitors, primary screen, biochemical, FRET, uHTS; actives 0.21% (n = 360,000); recombinant SENP1 catalytic domain, CyPet-SUMO1-YPet FRET cleavage; inhibition, % at 10 µM;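 active = inhibition at least 30% at 10 µM, raw YFP signal under a set limit, fluorescence ratio 0.5 to 1.5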;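 note: 0% = enzyme with DMSO and 100% = no enzyme wells; some results filed as inactive read as strong as hits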
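Assay system – human recombinant His6-tagged SENP1 catalytic domain enzyme · Input – SENP1 enzyme, 20 pM final · Buffer or medium – Tris pH 8 buffer plus EDTA, NaCl, BME, BSA, NP40, catalase · Schedule – 50 min reaction at room temperature · Technique – FRET read of cyan and yellow fluorescence · Control set – no-enzyme wells low, DMSO-plus-enzyme wells high control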
SENP7 inh – SENP7 protease inhibitors, primary screen, biochemical, luminescence, uHTS | recombinant SENP7, Z-RLRGG-aminoluciferin luminescence, 40 min | inhibition, % at 5 µM | Sentrin-specific protease 7 (Homo sapiens), Q9BQF6 | actives 1.5% (n = 330,000) | AID 434973, 2010;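 active = inhibition above about 50% at the single test dose, limit read from the data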;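 note: plate controls were DMSO with enzyme for no effect and no enzyme buffer wells for full effect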
Apaf1 inhib – inhibitors of human Apaf-1 apoptosome, primary screen, biochemical, DEVD-Rh110 fluorescence, uHTS | reconstituted apoptosome caspase-3 activity | AID 489030, 2010 | inhibition, % at 20 µM | actives 0.71% (n = 330,000); active = inhibition of at least 40% at 20 µM;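 note: plate controls were DMSO wells for no effect and DEVD-CHO caspase inhibitor wells for full effect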
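Material: cell-free apoptosome with Apaf-1, procaspase-3 and caspase-9; Buffer or medium: Hepes pH 7.5 with detergent and BSA; Reagent: cytochrome c trigger plus (Z-DEVD)2-Rh110 caspase-3 substrate; Times: compound with Apaf-1, dATP, procaspase-3 30 min, then 50 min reaction, room temperature; Technique: Rh110 fluorescence intensity.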
HKDC1 inh – HKDC1 hexokinase inhibitors, primary screen, biochemical, fluorescence, uHTS. recombinant HKDC1, G6PDH/diaphorase resazurin coupled fluorescence. inhibition, % at 20 µM. AID 493160, 2011. actives 0.16% (n = 340,000);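 active = inhibition above about 35% when tested at 20 µM, limit read from the data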;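 note: plate controls were DMSO wells with enzyme for no effect and DMSO wells lacking enzyme for full effect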
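Assay system: in-house recombinant HK5 (HKDC1) enzyme. Input: HKDC1 at 5 µg/mL. Medium: Tris pH 8.0 buffer with MgCl2, Tween-20, BSA, BME. Dosing: single 20 µM dose. Schedule: 90 min reaction incubation at room temperature, dark. Signal: resazurin-to-resorufin fluorescence via G6PDH and diaphorase coupling, 525/613 nm. Controls: DMSO-enzyme wells negative, buffer-substituted wells positive.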
PfG6PD inh – PfG6PD enzyme inhibitors, primary screen, biochemical, fluorescence intensity, uHTS; inhibition, % at 20 µM; glucose-6-phosphate dehydrogenase-6-phosphogluconolactonase (Plasmodium falciparum 3D7); actives 0.78% (n = 350,000); AID 504690, 2011; PfGluPho enzyme, NADPH resazurin-diaphorase fluorescence;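 active = inhibition reaching at least a set limit at 20 µM in the primary screen, cut at about 59% in these data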;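 note: 0% = DMSO wells with substrate and 100% = DMSO wells lacking glucose-6-phosphate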
SENP6 inh – SENP6 protease inhibitors, primary screen, biochemical, luminescence, uHTS. actives 1.8% (n = 330,000). Recombinant SENP6 catalytic domain, aminoluciferin luminescence. inhibition, % at 10 µM;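 active = inhibition above about 50% at the single tested dose, limit read from the data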;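 note: plate controls were DMSO wells with enzyme for no effect and DMSO wells lacking enzyme for full effect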
SENP8 block-1 – SENP8 protease inhibitors, primary screen, biochemical, luminescence. purified SENP8, Z-RLRGG-aminoluciferin cleavage. inhibition, % at 10 µM. actives 1.2% (n = 330,000). AID 2540, 2010; in the data active = inhibition above about 50%
SENP8 block-2 – human SENP8 protease inhibitors, primary screen, biochemical, fluorescence, Nedd8 protein substrate, uHTS. Sentrin-specific protease 8 (Homo sapiens), Q96LD8. recombinant SENP8. inhibition, % at 20 µM. actives 0.64% (n = 360,000). AID 602440, 2012; in the data active = inhibition mostly above about 40%, no sharp cut-off; inactive = mostly below about 27%
An asterisk follows results filed as active; nt = no result given.

Start of the data: the first 5 entries, ahead of the listing:
nr	Molecule	SENP1 inh	SENP7 inh	Apaf1 inhib	HKDC1 inh	PfG6PD inh	SENP6 inh	SENP8 block-1	SENP8 block-2
1	CCCCn1c(N)c(N(CC(C)C)C(=O)c2cc3c(s2)CCCCC3)c(=O)[nH]c1=O	-11	-2	2	-1	-5	-3	3	-28
2	CCc1cc2ccccc2nc1SCC(=O)Nc1cc(OC)c(OC)cc1C(=O)O	-5	1	-11	-12	-32	8	6	-11
3	Fc1ccc(OCCCCCn2ccnc2)cc1	0	-5	2	-3	-7	-6	13	21
4	CC1CN(C(=S)Nc2ccc(S(N)(=O)=O)cc2)CC(C)O1 (stereo not drawn)	4	-9	1	-7	14	6	-7	2
5	Fc1ccc(CNc2ccc(N3CCN(Cc4ccccc4)CC3)cc2)cc1	1	5	14	-1	21	-2	2	-3

This part in full, previewed entries included:
nr	Molecule	SENP1 inh	SENP7 inh	Apaf1 inhib	HKDC1 inh	PfG6PD inh	SENP6 inh	SENP8 block-1	SENP8 block-2
1	CCCCn1c(N)c(N(CC(C)C)C(=O)c2cc3c(s2)CCCCC3)c(=O)[nH]c1=O	-11	-2	2	-1	-5	-3	3	-28
2	CCc1cc2ccccc2nc1SCC(=O)Nc1cc(OC)c(OC)cc1C(=O)O	-5	1	-11	-12	-32	8	6	-11
3	Fc1ccc(OCCCCCn2ccnc2)cc1	0	-5	2	-3	-7	-6	13	21
4	CC1CN(C(=S)Nc2ccc(S(N)(=O)=O)cc2)CC(C)O1 (stereo not drawn)	4	-9	1	-7	14	6	-7	2
5	Fc1ccc(CNc2ccc(N3CCN(Cc4ccccc4)CC3)cc2)cc1	1	5	14	-1	21	-2	2	-3
6	Cc1ccc(/C=C/C(=O)O)cc1S(=O)(=O)N1CCC(Cc2ccccc2)CC1	1	5	-3	-8	-16	4	2	26
7	Cc1cccc(C(=O)NC2CCN(CC(=O)NCc3ccccc3F)CC2)c1	-1	-4	-4	2	-10	-38	0	11
8	O=c1[nH]cnc2c1nc(NCc1ccccc1)n2C1O[C@@H](CO)[C@H](O)[C@@H]1O (stereo partly drawn)	2	1	-3	-7	4	-24	1	16
9	O=C(CSc1nnnn1-c1ccccc1)N1N=CCC1c1ccccc1 (stereo not drawn)	-1	8	1	7	1	-10	-2	8
10	Clc1ccc(CSc2nnc([C@@H]3CCCN3)o2)cc1	0	-1	-1	1	-10	-9	0	13
11	O=C([C@H](Cc1ccccc1)N1C(=O)c2ccccc2C1=O)N1CCOCC1	1	5	2	0	-22	-8	-3	9
12	O=C(CN(c1cccc([N+](=O)[O-])c1)S(=O)(=O)c1ccccc1)N1CCCCC1	1	-2	9	-4	6	-13	2	11
13	CCOC(=O)C1CCN(Cc2nc3ccc(Cl)cc3n2CCO)CC1	-2	-15	6	0	-19	1	-2	7
14	CCOc1ccc(-n2c(=O)c3sccc3n(Cc3cccc([N+](=O)[O-])c3)c2=O)cc1	4	10	-11	-8	0	6	2	25
15	CC1(C)Cc2nc3oc4c(SCC(N)=O)ncnc4c3cc2CO1	-16	2	-11	1	10	-6	5	-36
16	O=C(/C=C/c1ccco1)Nc1cccc(C(=O)Nc2ccccc2C(=O)O)c1	-8	5	5	13	12	-19	2	1
17	COc1ccc(CN2CC(=O)N3[C@H]4c5ccccc5OC[C@@H]4[C@H](c4ccccc4)[C@]3(C)C2=O)cc1	6	-5	19	3	12	2	-4	15
18	CCC(C)N(C(=O)c1csnn1)C(C(=O)NCc1ccc(F)cc1)c1ccco1 (stereo not drawn)	2	-6	4	-9	12	-11	-14	12
19	Cc1ccc(N(C(C)C(=O)O)S(=O)(=O)c2c(C)[nH]c(=O)[nH]c2=O)cc1 (stereo not drawn)	3	-1	2	-3	7	-2	3	9
20	CCOc1ccccc1-n1c(SCC(=O)N2CCCC2)nnc1-c1ccoc1C	-1	5	-3	-3	7	-1	2	24
21	CCOc1ccc(NC(=O)CN(C)C(=O)c2ccccc2Cc2ccccc2)cc1OCC	2	1	14	-4	9	15	8	7
22	COCN(C#N)c1nc(OC)nc(OC)n1	1	-1	-29	-9	-40	-8	-7	16
23	CC(OC(=O)CCN1C(=O)C2CC=CCC2C1=O)C(=O)c1ccc(F)cc1 (stereo not drawn)	-1	-16	1	0	-3	-5	-15	17
24	CCN(CC)S(=O)(=O)c1ccc(C(=O)Nc2nnc(COC)o2)cc1	1	-16	3	-9	-20	8	0	17
25	CCOc1ccc(N(CC)S(=O)(=O)c2c(C)[nH]c(=O)[nH]c2=O)cc1	1	0	1	-3	11	25	0	12
26	CCN(CC)C(=O)C(=O)c1cccn1-c1cccc(Cl)c1C#N	-3	-4	7	0	-2	-9	-7	8
27	N#C/C(N=Nc1ccccc1O)=N\Nc1ccccc1O	33*	-13	6	-2	43	85*	74*	58*
28	O=C(NCc1ncc(C(F)(F)F)cc1Cl)Nc1ccccc1	1	-1	1	12	-4	0	-5	11
29	N#Cc1c(NC(=O)CCC(=O)O)sc2c1CCCCC2	-42	1	-13	4	22	22	6	11
30	Cc1cc(=O)oc2cc3c(cc12)OCCO3	-2	3	-9	0	-7	8	3	-334
31	COc1ccc(CN(Cc2cccn2C)C(=O)c2cc3cc(OC)ccc3[nH]2)cc1	-4	0	14	4	-2	4	-2	-328
32	O=C1c2cccc3cccc(c23)N1Cc1cccc(F)c1	-24	4	18	1	-4	-26	2	-306
33	Fc1cccc(Cl)c1CSc1nnc(-c2ccncc2)o1	1	0	3	-1	-14	4	-7	18
34	COC(=O)c1cc(C(=O)Nc2ccc(C)cn2)cc([N+](=O)[O-])c1	1	-1	6	6	-13	-4	2	16
35	O=C1CCN(Cc2ccccc2)CCN1[C@H](CSc1ccccc1)c1ccccc1	1	-3	6	-4	-3	-11	1	20
36	CSc1ccc(C2c3[nH]c4ccccc4c3CCN2C(=O)c2cc(C)n(C)n2)cc1 (stereo not drawn)	nt	-3	28	nt	nt	7	-14	nt
37	CCC(NC(=O)c1ccc(C#CC2(O)CCCCC2)cc1)C(=O)O (stereo not drawn)	2	-4	5	-7	-13	16	-8	4
38	COc1ccc2c(c1)CC[C@@H]1[C@@H]2CC[C@]2(C)[C@@H](C(=O)O)C[C@@H]12	-1	-8	1	-3	-15	-5	-11	13
39	CCOc1cc(/C=C/C(=O)O)ccc1OCCOc1ccc(F)cc1	-1	-6	1	-3	-7	0	2	-8
40	Cc1ccc(CNC(=O)[C@H](C)[C@H]2C[C@]2(C)[C@H](NC(=O)OCc2ccccc2)c2ccccc2)o1	-1	5	12	3	-11	-15	-20	-4

Arranged by SMILES length (descending): part of the list above.
nr	Molecule	SENP1 inh	SENP7 inh	Apaf1 inhib	HKDC1 inh	PfG6PD inh	SENP6 inh	SENP8 block-1	SENP8 block-2
25	CCOc1ccc(N(CC)S(=O)(=O)c2c(C)[nH]c(=O)[nH]c2=O)cc1	1	0	1	-3	11	25	0	12
24	CCN(CC)S(=O)(=O)c1ccc(C(=O)Nc2nnc(COC)o2)cc1	1	-16	3	-9	-20	8	0	17
32	O=C1c2cccc3cccc(c23)N1Cc1cccc(F)c1	-24	4	18	1	-4	-26	2	-306

Going on with the list.
# | compound | SENP1 inh | SENP7 inh | Apaf1 inhib | HKDC1 inh | PfG6PD inh | SENP6 inh | SENP8 block-1 | SENP8 block-2
41 | CN1C(=O)C(O)(C2COC(C)(C)CC2=O)c2cc(Br)ccc21 (stereo not drawn) | -1 | 4 | -9 | -1 | -10 | -2 | 0 | 9
42 | O=S1(=O)CC2N=C(N(Cc3c(F)cccc3Cl)c3ccccc3F)SC2C1 (stereo not drawn) | 2 | nt | nt | -6 | 3 | nt | nt | 16
43 | COc1ccc(-c2csc(N(C)C(=O)c3cccs3)n2)cc1 | 1 | -9 | -2 | -6 | 8 | -8 | -7 | 14
44 | CCOC(=O)c1cc(NC(=O)N2CCCCC2)c(C)nc1C | 4 | -3 | -12 | 0 | -5 | -10 | -4 | -34
45 | Cc1ccc(NC(=O)CCNC(=O)c2ccc([N+](=O)[O-])cc2)cc1S(=O)(=O)N(C)C | 1 | -5 | 12 | 7 | -17 | -6 | -11 | -2
46 | CCC(C)[C@H](N)c1nnc(SCC(=O)c2ccc(Cl)cc2)o1 (stereo partly drawn) | 2 | 5 | -16 | 9 | -15 | -15 | 0 | 10
47 | Cc1ccc(CN2CCN(Cc3c[nH]c4ccccc34)CC2CCO)o1 (stereo not drawn) | -2 | -4 | 4 | -8 | -1 | 6 | 5 | 0
48 | Cc1ccc(OCc2nc(C#N)c(NCCCn3ccnc3)o2)cc1 | -3 | -2 | -6 | 5 | -3 | -10 | -10 | 9
49 | CN1C(=O)[C@H]2[C@@H](C3CC3)N3C(=O)CN(CCO)C(=O)[C@@]3(Cc3ccccc3)[C@H]2C1=O | 1 | -4 | -4 | -8 | 5 | 0 | -3 | 18
50 | COc1ccc(CNCc2cn(-c3cccc(F)c3)nc2-c2ccc(C)o2)cc1 | -24 | 4 | 3 | 3 | 15 | -4 | -14 | -127
51 | COc1ccc([C@H]2CC(=O)C=C(c3ccc(-c4ccccc4)c(F)c3)C2)cc1OC | 0 | 4 | 5 | -2 | 8 | 3 | 4 | -1
52 | Cc1c(C(=O)N2CCC(C)CC2)sc2ncnc(N3CCN(c4ccccc4)CC3)c12 | 3 | nt | nt | 1 | 1 | nt | nt | 30

Source: PubChem (Sanford-Burnham Center for Chemical Genomics)
